# Screening results from PubChem.
# cardiac RTF act – increases calcium sensitivity of human cardiac regulated thin filaments. 340,000 tested, 0.24% active. AID 493008. IANBD-labeled TnC RTF fluorescence at EC20 calcium; 0% EC20 calcium, 100% full calcium. activation, % at 7.2 µM;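 active means activation above the mean over all tested compounds plus 3 SD, cut at about 30% in these data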;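 further: rise in fluorescence read as greater calcium sensitivity of cardiac thin filaments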
# LANA DNA inh – inhibitors of KSHV LANA C-terminal domain DNA binding | inhibition, % at 9 µM | AID 504423 | MBP-C-LANA/FAM-LBS DNA binding, fluorescence polarization | 340,000 tested, 0.078% active;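 active means highest replicate inhibition at or above 60% at 9 µM, even if other replicates fall short; inactive means all replicates below 60% inhibition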;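 further: 0% = neutral control wells and 100% = 4 µM acridine orange control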
# CDK5 inh – inhibitors of human CDK5/p35 kinase | 330,000 tested, 0.01% active | inhibition, % at 10 µM | Recombinant CDK5/p35, ADP-Glo luminescence, 60 min | Q00535+Q15078;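 active means highest replicate inhibition of at least 50% and at least 75% of replicates reaching 50%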;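 further: plate controls were DMSO neutral control for no effect and GW8510 at 10 µM for full effect; many of its hits are not listed in these tables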
# PfHsp90 yeast 2 – inhibits growth of yeast expressing Plasmodium falciparum Hsp90 | S. cerevisiae expressing PfHsp90, BacTiter-Glo ATP, 48 h; yeast lacking PDR1 and PDR3 efflux regulators | inhibition, % at 9.4 µM | 310,000 tested, 0.32% active | AID 504621;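 active means every replicate shows inhibition above about 80%, whatever the replicate mean, limit read from the data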;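 further: 0% = DMSO neutral controls and 100% = 20 µM radicicol positive controls; yeast relying on Plasmodium falciparum Hsp90 in place of its own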
# PvdQ inh – P. aeruginosa PvdQ acylase inhibition. purified PvdQ acylase, fluorescence plate reader. inhibition, % at 10 µM. 340,000 tested, 0.063% active. AID 488965; in the data active means inhibition above about 30%, passing the limit was not always enough;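 further: 0% = vehicle neutral wells and 100% = reference inhibitor wells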
# SUMO Mot1 rescue – SUMOylation pathway inhibition by Mot1-301 growth rescue; growth rescue, % at 18.8 µM; 320,000 tested, 1% active; AID 2716; S. cerevisiae Mot1-301 growth rescue, ATP luminescence, 38.5C; percent above DMSO median, 100 means doubled;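 active means every valid replicate shows activation above 250% relative to neutral control wells; inactive means the rest, any valid replicate at or below 250%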;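 further: OY570 slx delta 5 strain wells were the positive control but not used for scaling; some compounds called inactive have numbers as strong as hits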
# NSD2 inh – NSD2 (human) methyltransferase inhibition. NSD2 peptide methylation, AlphaScreen, 120 min. inhibition, % at 12.5 µM. 310,000 tested, 0.54% active. AID 743445; in the data active means inhibition above about 50%
# Target sequence (O96028 whole entry, looked up): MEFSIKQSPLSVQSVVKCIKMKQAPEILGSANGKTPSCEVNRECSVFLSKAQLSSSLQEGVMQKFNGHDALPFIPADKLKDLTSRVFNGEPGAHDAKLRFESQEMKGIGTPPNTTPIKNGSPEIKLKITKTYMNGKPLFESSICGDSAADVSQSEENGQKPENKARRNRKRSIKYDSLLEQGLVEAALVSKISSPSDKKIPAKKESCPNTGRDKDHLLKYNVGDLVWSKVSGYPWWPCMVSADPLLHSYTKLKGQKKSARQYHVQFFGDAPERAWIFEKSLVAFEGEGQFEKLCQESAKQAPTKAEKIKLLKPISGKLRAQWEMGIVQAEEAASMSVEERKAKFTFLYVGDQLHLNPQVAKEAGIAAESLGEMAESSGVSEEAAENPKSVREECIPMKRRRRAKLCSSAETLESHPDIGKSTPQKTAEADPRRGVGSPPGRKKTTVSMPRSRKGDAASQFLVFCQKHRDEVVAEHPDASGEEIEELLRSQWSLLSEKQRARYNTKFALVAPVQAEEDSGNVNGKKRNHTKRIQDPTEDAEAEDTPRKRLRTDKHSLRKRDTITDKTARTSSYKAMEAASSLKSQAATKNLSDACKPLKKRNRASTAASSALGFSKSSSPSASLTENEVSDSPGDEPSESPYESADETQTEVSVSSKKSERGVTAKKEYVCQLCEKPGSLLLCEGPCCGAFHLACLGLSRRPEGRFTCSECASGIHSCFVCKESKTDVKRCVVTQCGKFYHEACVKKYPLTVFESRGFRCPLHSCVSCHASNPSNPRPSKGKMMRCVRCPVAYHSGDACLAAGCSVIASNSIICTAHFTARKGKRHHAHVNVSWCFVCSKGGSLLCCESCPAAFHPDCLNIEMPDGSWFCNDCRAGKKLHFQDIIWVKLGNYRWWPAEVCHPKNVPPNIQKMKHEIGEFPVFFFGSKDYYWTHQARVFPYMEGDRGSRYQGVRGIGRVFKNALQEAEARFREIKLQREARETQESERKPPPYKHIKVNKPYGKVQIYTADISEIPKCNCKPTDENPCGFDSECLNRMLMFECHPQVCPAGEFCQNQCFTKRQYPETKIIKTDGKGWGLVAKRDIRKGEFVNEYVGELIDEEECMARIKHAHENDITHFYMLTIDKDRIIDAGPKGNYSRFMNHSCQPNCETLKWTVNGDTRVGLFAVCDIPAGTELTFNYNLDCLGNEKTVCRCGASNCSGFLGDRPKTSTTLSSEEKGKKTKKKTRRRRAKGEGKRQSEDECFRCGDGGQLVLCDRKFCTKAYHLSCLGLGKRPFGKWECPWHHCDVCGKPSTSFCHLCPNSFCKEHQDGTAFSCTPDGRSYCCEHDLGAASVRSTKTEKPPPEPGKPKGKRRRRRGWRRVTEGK
# RTF Ca sens inh – cardiac RTF calcium desensitization; P19429+P45379; IANBD-labeled cardiac RTF, Ca2+ fluorescence; inhibition, % at 7.15 µM; 340,000 tested, 0.12% active; AID 493244;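 active means inhibition above the mean inhibition of all tested compounds plus 3 SD, cut at about 17% in these data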;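 further: assay run at fixed EC70 calcium of 1.6 mM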
# Keap1-Nrf2 PPI – disrupts human Keap1 binding to Nrf2 peptide. Keap1 Kelch-Nrf2 peptide fluorescence polarization, 1536-well. inhibition, % at 9.4 µM. 340,000 tested, 0.15% active. Q14145. AID 504523; in the data active means inhibition above about 12%;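 further: human Keap1 Kelch domain with fluorescein labeled Nrf2 9mer peptide probe; 0% = neutral control wells and 100% = peptide positive control; higher means more block of Keap1 binding to Nrf2 peptide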
# dFosB act – mouse delta FosB homodimer activation | P13346 | purified delta FosB, TAMRA-CDK5 oligo fluorescence polarization; percent of positive-control signal above neutral wells | AID 493131 | 340,000 tested, 0.99% active | activation, % at 25 µM;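 active means mean activation above about 17%, with every replicate also reaching it, limit read from the data, passing the limit was not always enough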;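 further: fluorescence polarization rise as delta FosB binds a TAMRA Cdk5 AP-1 oligo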
# Rtt109 Vps75 – blocks Candida albicans Rtt109/Vps75 acetyltransferase activity; Q5AAJ8; inhibition, % at 34.9 µM; AID 540336; purified Rtt109/Vps75, ThioGlo CoA-SH fluorescence, 4 h; 330,000 tested, 0.16% active;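 active means inhibition of at least 50% in every replicate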
# * = called active by the depositor; . = no result given.
SMILES,cardiac RTF act,LANA DNA inh,CDK5 inh,PfHsp90 yeast 2,PvdQ inh,SUMO Mot1 rescue,NSD2 inh,RTF Ca sens inh,Keap1-Nrf2 PPI,dFosB act,Rtt109 Vps75
COc1cc(CN2CCC(C(=O)N3CCCC(C)C3)CC2)cc(Br)c1O (stereo not given),-6,-1.6,-0.7,.,-4,31,0,-4,0,-6,-1
CCc1nnc(SCc2ccc(CSc3nnc(CC)n3N)cc2)n1N,3,-0.2,-0.4,0,-17,.,0,-4,-3,-5,-6
COc1ccccc1C(=O)NCCn1cc(SCC(=O)Nc2cc(C)on2)c2ccccc21,-1,0.7,-1.7,.,-7,13,2,-4,-2,-6,5
COc1cc(-c2noc(C)c2C(=O)NCc2ccc3c(c2)OCO3)cc(OC)c1OC,9,1.4,1.8,-23,-11,9,.,-1,-2,-6,6
CSc1nc(SCC(=O)NC(c2ccccc2)c2ccccc2)c2c3c(sc2n1)CN(C)CC3,1,-1.7,0.5,.,0,-4,10,-6,-2,11,-10
Cc1ccccc1C(=O)N1CCN(c2ccc(NC(=O)c3ccccc3[N+](=O)[O-])cc2)CC1,4,-1.0,1.5,17,1,-3,.,-6,-5,1,7
Cc1[nH]n(-c2ccccc2)c(=O)c1/C=N/c1ccccn1,3,0.8,-1.9,0,-9,-8,.,-7,-3,-2,-1
CCOC(=O)c1[nH]c(C)c(C(=O)N(CC)CC)c1C,-3,6.9,0.9,-7,-6,2,.,-3,-1,1,-1
Cc1cc2oc(=O)cc(CN3CCN(S(=O)(=O)c4cccs4)CC3)c2cc1C(C)C,3,0.9,0.3,9,-15,1,-1,-8,-3,0,3
O=C(CCNC(=O)c1ccccc1Cl)Nc1ccc(Br)c(C(F)(F)F)c1,-2,-1.0,0.8,-12,-7,1,23,2,1,1,-5
CCOC(=O)CNC(=O)/C=C/c1c(Cl)cccc1Cl,4,0.4,-0.9,-7,-7,59,-2,2,-1,-10,-1
CC(C)OC(=O)c1cccc2c1C(=O)c1ccccc1-2,-2,-2.5,0.8,-3,-2,-8,2,-2,1,-1,-7
CC[n+]1cc(-c2ccccc2)nc(N2CCOCC2)n1,6,4.6,-0.6,15,-11,-11,.,-5,-4,-7,3
Cc1cc(C)c2oc(C(=O)N3CCN(C)CC3)cc(=O)c2c1,-5,-0.2,2.2,-6,8,-5,1,-1,6,-10,-2
COc1ccccc1NC(=O)CSc1nnc(CNC(=O)c2cccs2)o1,-4,0.0,0.5,5,-6,-16,-2,-1,0,2,-1
CCOC(=O)C1=C(Cn2ccc(C(F)(F)F)n2)NC(=O)NC1c1ccc2c(c1)OCO2 (stereo not given),3,-1.5,2.8,1,-18,16,1,1,-2,-13,0
CCOC(=O)CC1=CC(C)(CC(=O)OCC)C(C#N)(C#N)C(N)=C1C#N (stereo not given),-5,0.4,-2.3,-5,-5,20,-3,-10,-2,3,5
Cc1nn(-c2ccc(F)cc2)c(Cl)c1/C=C(\CC(=O)O)c1nc2ccccc2s1,7,-0.4,2.7,-37,11,15,3,0,-5,3,27
NC(=O)[C@H]1CC2(CC(c3cccc(NC(=O)c4ccccc4)c3)=NO2)CN1C(=O)[C@H]1CCC(=O)N1 (stereo not given in full),3,-0.5,-1.0,-16,-12,8,.,-20,-3,-5,7
O=C(O)c1cccc(NC(=O)c2ccc(CN3C(=O)c4ccccc4C3=O)cc2)c1,2,-0.6,-0.5,-27,-19,-3,0,-3,-5,-1,-5
CC(C)(C)C(=O)Cn1c(=N)n(Cc2ccccc2)c2ccccc21,8,-0.5,-3.3,18,-9,9,1,-19,-1,-9,0
CSc1nc(C)c(CCOC(=O)c2cccc(C)c2)c(=O)[nH]1,0,-1.3,0.3,-21,-1,-6,.,10,-2,12,-5
CCOc1ccccc1OCCOc1cccc(C(F)(F)F)c1,-1,-0.2,1.7,26,-9,3,0,0,1,-4,-16
O=C(CC1C(=O)NCCN1Cc1ccc(-c2ccccc2)cc1)NC1CCC1 (stereo not given),-2,0.2,-0.8,11,-4,5,4,-5,-5,-3,9
CC(=O)NC1C(OC(=O)/C=C/c2ccccc2)OC(COC(C)=O)C(OC(C)=O)C1OC(C)=O (stereo not given),5,-1.6,0.2,7,-6,-5,-3,5,-4,-13,-7
Nc1cccc2c1C(=O)N(C(=O)/C=C/c1cccc(F)c1)C2=O,9,-0.4,1.6,1,-3,-18,1,-5,-3,-4,-67
N#Cc1c(-c2ccc(Cl)cc2Cl)nc2n(c1=O)CCS2,-1,-0.3,7.9,9,10,191,-2,-1,-2,-4,6
CCOc1ccccc1NC(=O)c1cnc(NS(=O)(=O)c2ccccc2)nc1,-1,-0.6,0.5,-8,-6,-1,2,4,0,1,-3
COc1ccc(S(=O)CC(=O)Nc2ccccc2Cl)cc1 (stereo not given),0,-0.1,-0.3,-22,-14,-1,1,-5,0,-1,-1
Cc1ccccc1-c1nc(C(=O)NCC2CCCO2)cc2c1[nH]c1ccccc12 (stereo not given),-1,1.2,-1.2,-2,1,8,.,-9,-1,-9,1
CCc1nnc(NC(=O)c2nc(S(=O)(=O)Cc3ccccc3)ncc2Cl)s1,0,-1.9,-0.5,3,-15,-6,.,-6,-3,-5,12
Cc1cccc(NC(=S)N2CCN(C(=O)c3ccco3)CC2)c1C,-6,2.9,-0.4,21,-4,-3,-6,4,0,-11,-2
COC(=O)c1cccc(N(CC(=O)NCC2CCCO2)C(=O)CCC(=O)Nc2cc(C)on2)c1 (stereo not given),-5,-0.9,0.5,16,2,214,-6,17*,4,-4,5
CC(Sc1nnc2n1CCCCC2)C(=O)Nc1cccc(S(=O)(=O)N2CCOCC2)c1 (stereo not given),2,0.3,0.8,.,1,.,28,-1,-2,-5,45
Clc1cccc(Cc2ccc(Cl)nn2)c1,-8,1.9,1.9,-49,10,10,-4,4,3,6,1
O=c1oc2ccccc2c(Nc2ccccc2)c1[N+](=O)[O-],-5,-2.4,1.1,-15,-5,.,-1,-2,2,-5,1
COC(=O)C1=C(C)N(CCCC(=O)O)C(=O)NC1c1ccccc1OS(=O)(=O)c1ccc([N+](=O)[O-])cc1 (stereo not given),-8,1.4,4.1,2,3,-1,.,-3,1,-3,4
O=C(NCC1CCCN1S(=O)(=O)c1cccs1)c1ccccc1 (stereo not given),-1,-0.7,1.2,-23,-16,-15,2,-1,-3,-8,-13
CSc1nc2ccc(NS(=O)(=O)c3ccc([N+](=O)[O-])cc3)cc2s1,.,0.4,0.8,-24,2,6,2,.,0,-9,-1
COc1cc(/C(C)=N/NC(=O)Cc2c(C)[nH][nH]c2=O)ccc1O,2,0.7,-0.2,-42,-8,-9,-2,-3,-3,6,-10
COCCNC(=O)Cc1c(C)c2cc3c(cc2oc1=O)OC(C)(C)CC3,-7,-1.5,-0.5,34,-4,2,0,-6,-4,2,-1
COc1ccccc1C(=O)NC(C)c1ccc(-n2ccnc2)cc1 (stereo not given),-1,-2.1,1.0,-26,10,1,-1,-1,0,-6,1
CC(=O)NC(Cc1c[nH]c2ccccc12)C(=O)NCc1ccco1 (stereo not given),-5,-1.6,-0.7,-4,-15,-3,-5,-11,1,0,2
COc1ccccc1C1=NN(C(=O)c2ccccc2)C(c2ccc(Br)cc2)C1 (stereo not given),6,0.5,0.8,-16,-10,14,-1,-2,-2,-6,-1
Nc1cccc2c(O)cccc12,-1,0.3,0.1,-6,4,-10,3,-2,-5,-7,10

# 3 of the entries above in order of their number in LANA DNA inh, descending.
Structure,LANA DNA inh
CSc1nc2ccc(NS(=O)(=O)c3ccc([N+](=O)[O-])cc3)cc2s1,0.4
COCCNC(=O)Cc1c(C)c2cc3c(cc2oc1=O)OC(C)(C)CC3,-1.5
COc1ccccc1C(=O)NC(C)c1ccc(-n2ccnc2)cc1 (stereo not given),-2.1

# (list continues)
SMILES,cardiac RTF act,LANA DNA inh,CDK5 inh,PfHsp90 yeast 2,PvdQ inh,SUMO Mot1 rescue,NSD2 inh,RTF Ca sens inh,Keap1-Nrf2 PPI,dFosB act,Rtt109 Vps75
CN1CCN(Cc2nc(N)nc(Nc3ccc4c(c3)OCCO4)n2)CC1,-2,1.9,-0.8,17,-9,-26,.,-10,-2,-4,0
Cc1ccc(Cn2c(C)c3cnn(CC(=O)NC4CCCC4)c(=O)c3c2C)cc1,1,0.0,0.9,3,-13,-13,.,0,-3,-3,5
COc1ccc(C(=O)C2CCN(C(=O)c3ccc(C)cc3)CC2)cc1,-8,1.0,1.0,9,7,19,-2,10,-1,-1,-9
CNC(=O)CC(CC(=O)c1ccccc1)c1ccccc1 (stereo not given),-3,-0.7,-0.9,22,-10,3,.,-8,0,-1,-5
O=C(Nc1nc(-c2ccccn2)cs1)C1CC1,1,-0.1,3.6,-10,3,-12,.,-1,-2,-3,4
CC1(C)CC(=O)C=C(NC2CCCCCCC2)C1,-2,-2.0,0.6,5,6,-15,0,-4,-6,1,1
CC(C)Cc1nnc(NC(=O)CCc2ccccc2)s1,-1,-1.1,1.0,0,1,4,-2,4,0,8,0
Cc1cc(=O)oc(C)c1C(=O)OCC(=O)c1ccccc1,-5,0.7,0.9,.,4,5,54*,-1,-1,-6,-3
COc1ccccc1NC(=O)CCNC(=O)c1ccc(C)cc1,1,-0.2,-0.1,2,-12,52,-2,-4,1,0,-2
O=C(C1CCC1)N1CCN(S(=O)(=O)c2cc(F)ccc2F)CC1,7,1.0,0.4,.,-5,.,-3,-3,-7,-3,-7
CCOC(=O)C1=C(C)N=c2s/c(=C\c3cc(OC)c(OC)c(OC)c3)c(=O)n2C1/C=C/c1ccccc1 (stereo not given),13,1.9,1.3,5,2,0,0,-20,-6,-3,-11
COc1ccc(CNC(=O)CN(C(=O)CCC(=O)Nc2nccs2)c2ccccc2C)cc1,-3,2.0,1.6,11,-9,-12,4,-11,0,-2,23
COc1ccc(C(=O)N2CCCCCC2)cc1OC1CCN(C(C)C)CC1,2,2.9,0.1,5,-10,-7,1,-3,0,-7,-7
O=C(c1cccs1)N(c1ccc(Br)cc1)C1C=CS(=O)(=O)C1 (stereo not given),-2,-0.5,-1.1,6,0,-20,0,-3,-2,2,.
O=C1C2CCCN2c2ccc(S(=O)(=O)N3CCOCC3)cc2N1Cc1ccccc1F (stereo not given),8,-0.1,-2.1,.,-6,-18,.,9,-6,4,15
Cc1ccnc(NC(=O)CCC(=O)N(CC(=O)NC(C)(C)C)c2ccc3c(c2)OCCO3)c1,-4,0.2,-3.6,-24,-6,94,-3,-5,-3,-19,2
CCCn1ccc(O)c(Cc2ccc(Cl)cc2)c1=O,2,1.5,0.7,11,3,-15,-1,-9,0,3,11
Cc1cc(-c2c(C)n([O-])c(C)c(C)[n+]2=O)ccc1F,-5,-0.1,0.0,.,-3,-1,-19,-20,-2,1,-2
CCN(CC(=O)NCc1ccc(Cl)cc1)C(=O)c1ccc(S(=O)(=O)N(C)C)cc1,0,-1.6,-1.4,11,-10,-4,-4,-4,-1,-5,-20
Cc1ccnc(SCC(=O)N2CCN(c3cccc(Cl)c3)CC2)n1,1,-4.2,-0.1,-9,-6,25,-1,5,3,-1,11
